RGS4-Gao reg – human RGS4-Galphao interaction regulation; P09471; Multiplexed bead flow cytometry, RGS4-Galphao binding; actives lie on both sides; binding response (% of control), % at 10 µM; actives 0.33% (n = 220,000); AID 1415; in the data active = binding response below about 49% or above about 150%; inactive = in between;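 also: fluorescent Galphao activated with aluminum fluoride binding bead-coupled RGS4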
Mcl-1 Bim block – human Bim-Mcl-1 interaction inhibition | Q07820 | Bead-based flow cytometry, Bim peptide-Mcl-1 binding | AID 1009 | inhibition, % at 10 µM | actives 0.1% (n = 190,000);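 also: 0% = no compound tracer wells and 100% = peptide blocker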
Target sequence (Q07820 whole entry, looked up): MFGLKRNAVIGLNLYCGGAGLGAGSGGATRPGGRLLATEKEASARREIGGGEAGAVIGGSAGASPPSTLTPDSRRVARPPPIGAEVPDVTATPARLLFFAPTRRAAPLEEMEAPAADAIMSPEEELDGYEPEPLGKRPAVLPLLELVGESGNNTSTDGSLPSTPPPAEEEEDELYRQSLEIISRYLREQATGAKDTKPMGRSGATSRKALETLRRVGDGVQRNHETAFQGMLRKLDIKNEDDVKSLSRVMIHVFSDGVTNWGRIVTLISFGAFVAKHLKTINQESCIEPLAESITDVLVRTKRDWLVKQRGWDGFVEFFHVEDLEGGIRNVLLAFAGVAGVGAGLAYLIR
Bim-Bfl-1 – disrupts Bim binding to human Bfl-1. Q16548. inhibition, % at 10 µM. Bead-based flow cytometry, Bim-Bfl-1 binding inhibition. AID 1008. actives 0.12% (n = 190,000);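 also: 0% = wells without compound plus tracer and 100% = blocker peptide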
GSH fluor – compound fluoresces at 488/530 nm on GSH beads | GSH beads flow cytometry, compound fluorescence 488/530 nm; hits give high values | fluorescence (KMESF) at 10 µM | actives 0.25% (n = 190,000); in the data active = fluorescence above about 89;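 also: glutathione beads carrying GST-tagged Bcl family fusion proteins plus one bare bead set; values are compound well signal with DMSO vehicle wells as background; inactives centre near 16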
Bcl-2 Bim block – disrupts Bim peptide binding to human Bcl-2. P10415. Bead-based flow cytometry, Bim peptide-Bcl-2 binding. inhibition, % at 10 µM. actives 0.06% (n = 190,000). AID 950; in the data active = inhibition above about 40%;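 also: 0% = no compound wells with probe peptide and 100% = reference peptide inhibitor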
Target sequence (P10415 whole entry, looked up): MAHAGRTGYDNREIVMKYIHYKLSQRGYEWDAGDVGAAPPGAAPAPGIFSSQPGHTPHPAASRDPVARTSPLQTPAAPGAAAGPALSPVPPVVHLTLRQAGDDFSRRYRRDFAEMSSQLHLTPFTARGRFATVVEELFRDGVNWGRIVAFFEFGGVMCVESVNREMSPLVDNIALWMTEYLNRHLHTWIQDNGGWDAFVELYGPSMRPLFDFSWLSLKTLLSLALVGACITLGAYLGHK
Bim-Bcl-B – inhibitors of Bim-Bcl-B interaction, human; Q9HD36; bead-based flow cytometry, Bim peptide-Bcl-B binding; inhibition, % at 10 µM; actives 0.073% (n = 190,000);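 also: 0% = tracer peptide without compound and 100% = reference inhibitor peptide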
Target sequence (Q9HD36 whole entry, looked up): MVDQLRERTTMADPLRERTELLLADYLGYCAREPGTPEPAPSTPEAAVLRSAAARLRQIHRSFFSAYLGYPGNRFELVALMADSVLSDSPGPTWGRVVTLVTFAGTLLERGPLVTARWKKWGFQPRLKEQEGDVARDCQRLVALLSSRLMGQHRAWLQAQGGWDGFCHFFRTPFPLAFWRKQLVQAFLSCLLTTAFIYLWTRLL
RGS7-Gao – regulators of human RGS7-Galphao interaction | Multiplexed bead flow cytometry, RGS7-Galphao binding; actives lie on both sides | binding response (% of control), % at 10 µM | actives 0.35% (n = 220,000) | AID 1439; in the data active = binding response below about 49% or above about 150%;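 also: fluorescent Galphao held in activated GDP-AlF4 state binding bead-coupled RGS7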
Mcl1-Bid inh – disrupts binding of human Mcl-1 to Bid peptide; Q07820; TR-FRET Mcl-1/Bid-Dy647 peptide binding, 1536-well; inhibition, % at 21.7 µM; actives 0.97% (n = 220,000);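 active = compounds that cut the binding signal by more than half at the single screening dose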;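 also: His-tagged Mcl-1 with europium anti-His antibody binding Bid BH3 peptide; 0% = Mcl-1 plus peptide wells and 100% = peptide-only wells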
RGS8-Gao reg – regulators of human RGS8-Galphao interaction | AID 1423 | actives 0.34% (n = 220,000) | P09471 | multiplexed bead flow cytometry, RGS8-Galphao binding; actives lie on both sides | response (percent of control binding), % at 10 µM; in the data active = response below about 60% or above about 140%; inactive = in between;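 also: Galphao activated as the GDP aluminium fluoride complex binding bead-coupled RGS8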
Bim-Bcl-W – disrupts Bim peptide binding to human Bcl-W; actives 0.02% (n = 190,000); inhibition, % at 10 µM; bead-based flow cytometry; Q92843; AID 952;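 also: 0% = bound tracer without compound and 100% = peptide blocker; higher means less fluorescent Bim peptide bound to Bcl-W beads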
Target sequence (Q92843 whole entry, looked up): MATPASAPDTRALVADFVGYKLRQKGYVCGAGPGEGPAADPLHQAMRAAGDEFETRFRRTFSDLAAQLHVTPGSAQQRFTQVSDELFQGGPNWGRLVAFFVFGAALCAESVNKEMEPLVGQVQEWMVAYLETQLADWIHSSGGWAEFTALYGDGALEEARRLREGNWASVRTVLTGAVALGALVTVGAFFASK
Bim-Bcl-XL – human Bim-Bcl-XL interaction inhibition. Bim peptide-Bcl-XL binding, bead flow cytometry, fluorescence. inhibition, % at 10 µM. actives 0.04% (n = 190,000). AID 1007. Q07817
* marks the source's active call; other numbers are inactive results; . = not tested or not shown. Rule as the data show it, unless noted: active = inhibition above about 40%.

SMILES	RGS4-Gao reg	Mcl-1 Bim block	Bim-Bfl-1	GSH fluor	Bcl-2 Bim block	Bim-Bcl-B	RGS7-Gao	Mcl1-Bid inh	RGS8-Gao reg	Bim-Bcl-W	Bim-Bcl-XL
Cc1cc(C)n2nc(SCC#N)nc2n1	98	-3	-10	16	-6	-11	101	-8	102	-8	-10
CC1CCCN(Cc2nc3c(c(=O)n(C)c(=O)n3C)n2Cc2c(F)cccc2Cl)C1 (stereo not drawn)	100	0	-12	26	-8	-8	96	-12	103	-1	-3
COC(=O)c1ccc(NC(C)=O)o1	98	-4	-2	8	-5	0	97	-56	103	0	-5
CCc1nnc(NC(=O)CSc2nnc(Cc3cc(=O)[nH]c(=O)[nH]3)n2-c2cccc(OC)c2)s1	103	3	-3	25	6	0	104	-14	103	3	2
C=CCNc1ncnc2c1cnn2-c1ccc(Cl)cc1	98	0	-10	24	-10	-10	96	7	98	2	-3
N=c1n(-c2ccccc2)c(O)cc(=O)n1-c1ccccc1	96	-1	-2	19	-3	0	95	-38	100	0	-1
Cc1cc(C)nc(NC(=O)CSc2nc3ccccc3s2)n1	104	-4	-14	37	-10	-8	101	-36	100	-3	-8
C=CCOc1ccc(CNCCc2ccc(S(N)(=O)=O)cc2)cc1	98	-3	3	9	1	-3	99	-5	101	-5	-4
CC(C)NC(=O)C(C)n1cccc1C(=O)c1ccccc1 (stereo not drawn)	104	-3	-3	26	-6	-5	104	-17	103	-1	-3
CCOC(=O)CNC(=O)Nc1nnc(-c2ccc(OCC)cc2)o1	99	3	2	19	3	2	102	0	93	0	2
OC(Cn1cncn1)c1ccc(Cl)cc1Cl (stereo not drawn)	95	-1	-2	12	-3	0	100	-1	91	-6	-2
CCCC1(C(=O)OCC)NC(c2ccc(N(C)C)cc2)C2C(=O)N(c3ccccc3)C(=O)C21 (stereo not drawn)	101	-5	-14	30	-7	-7	97	-14	102	-5	-8
CCC(=O)Nc1c(C(=O)N2CCN(c3ccccn3)CC2)cnn1-c1ccc(Cl)cc1	107	-1	6	8	5	3	105	-7	107	-1	-1
Cc1ccc(C)n1-c1ccsc1C(=O)CC#N	101	0	-1	14	-2	-4	100	-45	100	-3	-4
O=C(NCCCNCCCNC(=O)c1ccccn1)c1ccccn1	108	-1	-4	13	-5	0	105	-31	107	-4	-3
C/C(=N\N1CCN(Cc2ccc(C)cc2)CC1)c1ccco1	97	-6	-3	10	-4	-7	94	-53	98	-4	-8
O=C(CCC(=O)OCC(=O)c1ccc(Br)cc1)NC1CCCCC1	99	0	-7	28	-4	-5	102	2	103	1	-3
O=C(Nc1ccccc1)c1cccnc1N1CCOCC1	101	-2	-9	28	-7	-6	106	-8	100	-2	3
COc1ccc(NC(=O)/C(=C/c2ccc(OC(C)=O)c(OC)c2)NC(C)=O)cc1	102	-3	0	4	1	-4	98	-27	101	0	-3
CSc1nnnn1-c1ccc(C(=O)O)cc1	92	-4	-16	35	-7	-13	92	-1	99	-2	-4
CC1CC(CC(=O)NC(=S)Nc2ccccc2Cl)C(=O)O1 (stereo not drawn)	101	5	-2	11	0	0	113	-27	103	1	1
Cc1cc(=O)oc2ccc(OCC(=O)N3CCc4ccccc43)cc12	101	-2	-14	29	-8	-9	99	-21	101	0	-4
Cc1cc(C(=O)COC(=O)c2ccc(Br)o2)c(C)n1C	98	3	-4	15	4	0	99	-53	103	3	0
COc1ccccc1/C=C/CN1CCCC(CCC(=O)NCc2ccc(F)c(F)c2)C1 (stereo not drawn)	100	-2	-6	8	-1	-3	94	-6	100	-1	-2

Shown with each value named: entries from further up
O=C(NCCCNCCCNC(=O)c1ccccn1)c1ccccn1
  RGS4-Gao reg: 108	Mcl-1 Bim block: -1	Bim-Bfl-1: -4	GSH fluor: 13	Bcl-2 Bim block: -5	Bim-Bcl-B: 0	RGS7-Gao: 105	Mcl1-Bid inh: -31	RGS8-Gao reg: 107	Bim-Bcl-W: -4	Bim-Bcl-XL: -3
C/C(=N\N1CCN(Cc2ccc(C)cc2)CC1)c1ccco1
  RGS4-Gao reg: 97	Mcl-1 Bim block: -6	Bim-Bfl-1: -3	GSH fluor: 10	Bcl-2 Bim block: -4	Bim-Bcl-B: -7	RGS7-Gao: 94	Mcl1-Bid inh: -53	RGS8-Gao reg: 98	Bim-Bcl-W: -4	Bim-Bcl-XL: -8

The results go on.
SMILES	RGS4-Gao reg	Mcl-1 Bim block	Bim-Bfl-1	GSH fluor	Bcl-2 Bim block	Bim-Bcl-B	RGS7-Gao	Mcl1-Bid inh	RGS8-Gao reg	Bim-Bcl-W	Bim-Bcl-XL
COCCn1c(SCCN2CCCCC2)nc2ccccc2c1=O	100	-3	-1	31	-1	-6	98	37	100	-6	-4
O=S(=O)(c1cccs1)N1CCN(CC(O)COC2CCCc3ccccc32)CC1 (stereo not drawn)	102	-1	-15	30	-11	-12	102	30	102	-2	-4
Cc1ccc(-c2nnn(CC(=O)N(CCN3CCOCC3)C(C(=O)NC(C)(C)C)c3ccco3)n2)cc1 (stereo not drawn)	102	1	-1	23	-1	0	99	-19	103	0	0
CCNc1nc(N)nc(Oc2ccc(C(=O)OC)cc2)n1	98	-2	-1	19	-1	-1	95	-10	102	0	-1
CCOC(=O)N1CCN(C(=O)/C(=C/c2ccc(OC)c(OC)c2)NC(=O)c2ccccc2)CC1	98	16	7	11	3	3	99	-6	109	7	1
O=c1c2cc(N3CCOCC3)ccc2[nH]c(=S)n1CCCN1CCCC1	96	3	0	22	-1	-1	96	-44	105	0	0
COCCSc1nnc(NC(=O)C2CC(=O)N(c3ccc(OC)cc3)C2)s1 (stereo not drawn)	100	-1	-4	9	-3	-4	99	-7	99	0	-1
COc1ccccc1N1C(=O)S/C(=C\c2cc(C)n(C)c2C)C1=O	101	-4	-2	11	-1	-3	98	-21	102	0	1
COc1ccc(Cc2nc3c4c(ncn3n2)Oc2ccc3ccccc3c2C4c2ccc(OC)c(OC)c2)cc1 (stereo not drawn)	102	0	-7	13	-2	-5	102	8	100	-1	-4
Cc1nnc(NC(=O)c2cccc(Br)c2)s1	103	0	-2	16	0	-3	101	-21	101	0	0
COC(=O)Cn1c(C)nc2ccccc21	103	-1	-2	18	0	-3	103	4	103	0	-1
COCc1c(C(=O)NC2CCCCCC2)oc2ccccc12	100	-2	-4	17	0	-5	102	-17	100	0	-1
Cc1cc(C)cc(C(=O)N2CCN=C2c2ccccc2)c1	105	-3	-2	7	-3	-4	104	-11	105	0	0
COc1ccc2c(c1)C(c1cccs1)=NNC(c1cccnc1)=N2	103	-5	-4	9	-3	-4	102	-61	100	-1	-5
Nc1ccccc1Oc1c(F)c(F)c(Oc2ccccc2N)c(F)c1F	97	6	0	14	3	4	94	-23	103	4	4
COc1ccc(OC)c(NC(=O)CCN2CCCC(C)C2)c1 (stereo not drawn)	98	0	-18	29	-9	-8	97	51*	100	-1	-4
COc1nc(Cc2ccc(Cl)cc2)nc2ccccc12	89	-5	-11	19	-8	-8	88	4	100	-3	-3
COc1ccccc1N(C(=O)CNS(=O)(=O)c1ccccc1)C(C(=O)NCc1ccco1)C(C)C (stereo not drawn)	99	-9	-19	38	-13	-10	99	-4	100	-3	-13
O=C(CCN1C(=O)c2ccncc2C1=O)NCc1ccc(Cl)cc1	100	-1	0	15	-1	0	101	-9	99	-1	-1
COc1cccc2c1CCC(NC(C)=O)C2=O (stereo not drawn)	100	-1	1	10	1	-3	95	-4	100	0	-1
CC1=C(C(=O)OC(C)C)C2(O)C(=O)c3ccccc3C2(O)N1 (stereo not drawn)	94	-3	1	21	-24	-6	103	13	101	-3	-3
COc1cc2ncc(S(=O)(=O)c3ccccc3)c(N3CCC4(CC3)OCCO4)c2cc1OC	100	-2	-4	14	-2	0	100	5	101	0	0
Cc1c(C(=O)OC(C)CCN(C)C)oc2ccccc12 (stereo not drawn)	98	-2	-16	23	-9	-8	97	-31	102	-2	-5
CNCc1ccccc1Sc1ccc(OC)c(OC)c1	99	-6	-11	18	-11	-9	101	-28	101	0	-9
CC(=O)OC(COc1ccccc1)Cn1cnc2cc(C)c(C)cc21 (stereo not drawn)	98	4	0	21	0	-4	89	1	100	1	0
Cc1cc(NC(=O)C2CCCCC2)nc2c1c(=O)oc1ccccc12	101	1	-2	18	-1	0	99	6	103	0	0
COc1ccc(Cc2nnc(Nc3ccc(C)cc3C)[nH]c2=O)cc1	100	0	1	16	-2	-1	98	-6	100	0	0
CC(Nc1[nH]c(=O)n(C)c(=O)c1N=O)c1ccccc1 (stereo not drawn)	81	-1	-5	12	-4	-2	98	-9	91	-3	-4
Cc1cc(=O)oc(C)c1C(=O)OCC(=O)c1ccc(Cl)c(Cl)c1	98	-3	-3	34	-3	-4	98	4	97	-5	-6
CC(C)CCn1c(CN(C)Cc2ccccc2)nc2c1c(=O)n(C)c(=O)n2C	111	-5	4	5	0	-1	106	-17	107	-4	-4
Cc1nc(Nc2ccc3c(c2)OCO3)c2oc3ccccc3c2n1	107	0	0	9	1	0	100	-17	109	0	2
CCOP(=O)(OCC)C(C)(C)NC(=O)c1cc([N+](=O)[O-])cc([N+](=O)[O-])c1	.	-1	-7	50	-6	-8	.	-13	.	3	-9
CN1CCC(=NNC(=O)c2ccco2)CC1	98	0	-10	33	-5	-7	97	-17	100	-1	0

Structural class, the entries above with a furan ring, fused or not (nine)
SMILES	RGS4-Gao reg	Mcl-1 Bim block	Bim-Bfl-1	GSH fluor	Bcl-2 Bim block	Bim-Bcl-B	RGS7-Gao	Mcl1-Bid inh	RGS8-Gao reg	Bim-Bcl-W	Bim-Bcl-XL
COC(=O)c1ccc(NC(C)=O)o1	98	-4	-2	8	-5	0	97	-56	103	0	-5
C/C(=N\N1CCN(Cc2ccc(C)cc2)CC1)c1ccco1	97	-6	-3	10	-4	-7	94	-53	98	-4	-8
Cc1cc(C(=O)COC(=O)c2ccc(Br)o2)c(C)n1C	98	3	-4	15	4	0	99	-53	103	3	0
Cc1ccc(-c2nnn(CC(=O)N(CCN3CCOCC3)C(C(=O)NC(C)(C)C)c3ccco3)n2)cc1 (stereo not drawn)	102	1	-1	23	-1	0	99	-19	103	0	0
COCc1c(C(=O)NC2CCCCCC2)oc2ccccc12	100	-2	-4	17	0	-5	102	-17	100	0	-1
COc1ccccc1N(C(=O)CNS(=O)(=O)c1ccccc1)C(C(=O)NCc1ccco1)C(C)C (stereo not drawn)	99	-9	-19	38	-13	-10	99	-4	100	-3	-13
Cc1c(C(=O)OC(C)CCN(C)C)oc2ccccc12 (stereo not drawn)	98	-2	-16	23	-9	-8	97	-31	102	-2	-5
Cc1nc(Nc2ccc3c(c2)OCO3)c2oc3ccccc3c2n1	107	0	0	9	1	0	100	-17	109	0	2
CN1CCC(=NNC(=O)c2ccco2)CC1	98	0	-10	33	-5	-7	97	-17	100	-1	0
